BioA inh = inhibitors of Mycobacterium tuberculosis BioA enzyme; purified M. tuberculosis BioA enzyme, plate reader; hit rate 0.096% among 360,000; inhibition, % at 9.99 µM; in the data active means inhibition above about 40%
* marks the source's active call; other numbers are inactive results. The list is partial, so the mix of outcomes need not match the whole.

CCCC#Cc1cnc2c(c1)C(=O)N([C@H](C)CO)C[C@@H](C)[C@H](CN(C)C(=O)CN1CCOCC1)O2
  BioA inh: 0.0
CCCNC(=O)[C@@H]1[C@@H](CO)[C@@H]2Cn3c(ccc(-c4ccc(F)cc4)c3=O)[C@@H]2N1C
  BioA inh: 0.3
Cc1ccc(S(=O)(=O)N(C)C[C@@H]2OCCCC[C@H](C)Oc3ccc(NC(=O)Nc4cccc5ccccc45)cc3C(=O)N([C@H](C)CO)C[C@H]2C)cc1
  BioA inh: -1.0
COc1cccc(C(=O)Nc2ccc3c(c2)C(=O)N(C)[C@@H]2CC[C@@H](CC(=O)NCC4CC4)O[C@@H]2CO3)c1
  BioA inh: -1.9
C[C@H](CO)N1C[C@H](C)[C@@H](CN(C)Cc2ccc3c(c2)OCO3)Oc2ccc(NC(=O)CCC(F)(F)F)cc2CC1=O
  BioA inh: 2.3
CCC(=O)Nc1ccc2c(c1)C(=O)N(C)C[C@H](OC)[C@H](C)CN(C(=O)C1CC1)[C@@H](C)CO2
  BioA inh: -1.7
CN1CCCCN2[C@H](C1)[C@H](c1ccc(-c3cccnc3)cc1)[C@@H]2CO
  BioA inh: -1.7
CCC(=O)Nc1ccc2c(c1)C(=O)N(C)C[C@@H](OC)[C@H](C)CN(CC1CC1)[C@H](C)CO2
  BioA inh: 1.9
C[C@@H]1CCCCO[C@@H](CN(C)S(=O)(=O)c2cccs2)[C@@H](C)CN([C@H](C)CO)C(=O)c2cc(NS(=O)(=O)c3ccc(Cl)cc3)ccc2O1
  BioA inh: 1.2
CC(=O)NC[C@@H]1[C@H](c2ccc(-c3ccccc3)cc2)[C@@H](CO)N1C(=O)C1CC1
  BioA inh: -2.4
C[C@@H]1CN([C@@H](C)CO)C(=O)c2cc(C#Cc3ccncc3)cnc2O[C@H]1CN(C)C(=O)CN(C)C
  BioA inh: -1.6
Cc1noc(C)c1NC(=O)Nc1cccc2c1O[C@H](CN(C)C(=O)Nc1ccc3c(c1)OCO3)[C@H](C)CN([C@H](C)CO)C2=O
  BioA inh: 5.2
CC(=O)N(C)C[C@@H]1Oc2ncc(-c3ccccc3F)cc2C(=O)N([C@H](C)CO)C[C@@H]1C
  BioA inh: -2.6
CO[C@@H](CN(C)C(=O)c1ccc2c(c1)OCO2)[C@@H](C)CN([C@H](C)CO)S(=O)(=O)c1ccccc1
  BioA inh: 3.8
COc1ccc(S(=O)(=O)N(C)C[C@@H]2Oc3ccc(NC(=O)Cn4cnnn4)cc3CC(=O)N([C@H](C)CO)C[C@H]2C)cc1
  BioA inh: 6.8
CO[C@@H]1CN(C)C(=O)c2ccc(NC(C)=O)cc2OC[C@@H](C)N(C(=O)CN2CCOCC2)C[C@@H]1C
  BioA inh: -2.2
C[C@H]1CN([C@@H](C)CO)C(=O)Cc2cc(N(C)C)ccc2O[C@@H]1CN(C)Cc1ccc(Cl)c(Cl)c1
  BioA inh: -0.7
O=C(NCc1ccncc1)[C@@H]1[C@@H](CO)[C@@H]2Cn3c(ccc(-c4cccnc4)c3=O)[C@@H]2N1C(=O)C1CC1
  BioA inh: 1.4
CCCN1[C@@H]2Cn3c(ccc(-c4cccnc4)c3=O)[C@H]1[C@@H](C(=O)NC1CCC1)[C@@H]2CO
  BioA inh: -0.3
CC(=O)N1[C@@H]2c3ccc(-c4cncnc4)c(=O)n3C[C@@H]2[C@@H](CO)[C@@H]1C(=O)NCc1ccccc1Cl
  BioA inh: 12.5
CN(C)C(=O)C[C@H]1C=C[C@@H](NC(=O)c2ccc(F)cc2)[C@@H](CO)O1
  BioA inh: -0.4
C[C@H]1CN([C@@H](C)CO)C(=O)Cc2cc(NC(=O)NC3CCCCC3)ccc2O[C@H]1CN(C)CC1CCCCC1
  BioA inh: 3.5
[N-]=[N+]=NCc1ccccc1C[C@]1(C(=O)N2CCCCC2)COC(c2ccc(OCCCO)cc2)=N1
  BioA inh: -0.2
CO[C@@H]1CN(C)C(=O)c2cc(NC(=O)NC(C)C)ccc2OC[C@@H](C)N(Cc2ccc(-c3ccccn3)cc2)C[C@@H]1C
  BioA inh: 5.3
C[C@H](NC(=O)[C@H]1[C@H](CO)[C@H]2Cn3c(cccc3=O)[C@@H]1N2C(=O)C1CCCC1)c1ccccc1
  BioA inh: 0.1

C[C@@H]1CN([C@@H](C)CO)C(=O)c2cc(NC(=O)Nc3ccc(F)cc3)ccc2O[C@H]1CN(C)C
  BioA inh: -0.7
CO[C@@H]1CN(C)C(=O)c2ccc(NS(=O)(=O)c3cn(C)cn3)cc2OC[C@@H](C)N(CCC(F)(F)F)C[C@@H]1C
  BioA inh: -1.4
C[C@@H]1CCCCO[C@H](CN(C)Cc2ccc3c(c2)OCO3)[C@@H](C)CN([C@@H](C)CO)C(=O)c2cc(NC(=O)Nc3ccccc3)ccc2O1
  BioA inh: -0.5
COc1ccc(C#Cc2cnc3c(c2)C(=O)N([C@H](C)CO)C[C@@H](C)[C@H](CN(C)C(C)=O)O3)cc1
  BioA inh: 0.4
C[C@H](CO)N1C[C@H](C)[C@@H](CN(C)CC2CC2)Oc2cc(-c3cccnc3)ccc2S1(=O)=O
  BioA inh: 0.0
CC(C)NC(=O)Nc1ccc2c(c1)C(=O)N([C@H](C)CO)C[C@@H](C)[C@@H](CN(C)Cc1ccc3c(c1)OCO3)OCCCC[C@@H](C)O2
  BioA inh: -0.6
CCC(=O)Nc1ccc2c(c1)C(=O)N(C)[C@@H]1CC[C@@H](CC(=O)NCCOC)O[C@H]1CO2
  BioA inh: -1.8
C[C@H](CO)N1C[C@H](C)[C@H](CN(C)S(C)(=O)=O)OCCCC[C@H](C)Oc2ccc(NS(=O)(=O)c3ccc(Cl)cc3)cc2C1=O
  BioA inh: -0.9
Cc1ccc(S(=O)(=O)Nc2ccc3c(c2)C(=O)N([C@H](C)CO)C[C@@H](C)[C@H](CN(C)C(=O)Nc2ccc(F)cc2)OCCCC[C@H](C)O3)cc1
  BioA inh: -1.2
O=C(N[C@@H]1C=C[C@@H](CC(=O)N2CCC(Cc3ccccc3)CC2)O[C@@H]1CO)c1cnccn1
  BioA inh: -1.7
C[C@@H]1CN([C@H](C)CO)C(=O)c2cc(NC(=O)NC3CCCCC3)ccc2O[C@@H]1CN(C)Cc1ccc(Oc2ccccc2)cc1
  BioA inh: -3.4
COc1ccc(CN(C)C[C@@H]2OCCCC[C@H](C)Oc3ccc(NC(=O)C4CCCCC4)cc3C(=O)N([C@@H](C)CO)C[C@@H]2C)cc1
  BioA inh: -0.6
COc1ccc(CNC(=O)C[C@@H]2C=C[C@H](NC(=O)c3cccc(F)c3)[C@@H](CO)O2)cc1
  BioA inh: -1.1
C[C@@H]1CCCCO[C@@H](CN(C)C(=O)CCCN(C)C)[C@@H](C)CN([C@H](C)CO)C(=O)c2cc(NS(=O)(=O)c3ccccc3)ccc2O1
  BioA inh: -0.4
Cc1noc(C)c1NC(=O)Nc1ccc2c(c1)C(=O)N([C@@H](C)CO)C[C@@H](C)[C@@H](CN(C)C(=O)c1ccccc1)OCCCC[C@@H](C)O2
  BioA inh: 0.6
C[C@@H]1CN([C@H](C)CO)C(=O)c2cc(NC(=O)c3ccccc3)ccc2O[C@@H](C)CCCCO[C@H]1CN(C)C(=O)C1CCCCC1
  BioA inh: -1.9
CCC(=O)N1C[C@@H](C)[C@@H](OC)CN(C)C(=O)c2cc(NC(=O)Nc3ccc(Cl)cc3)ccc2OC[C@H]1C
  BioA inh: 1.2
CN1C(=O)c2cc(NS(C)(=O)=O)ccc2OC[C@@H]2O[C@H](CC(=O)O)CC[C@H]21
  BioA inh: -0.7
CCCNC(=O)C[C@@H]1C[C@@H]2c3cc(NC(=O)COC)ccc3O[C@@H]2[C@H](CO)O1
  BioA inh: -0.8
COc1ccc(NC(=O)Nc2ccc3c(c2)C(=O)N([C@@H](C)CO)C[C@H](C)[C@H](CN(C)Cc2ccc4c(c2)OCO4)OCCCC[C@H](C)O3)cc1
  BioA inh: 1.4
O=C([C@@H]1[C@@H](CO)[C@@H]2Cn3c(cccc3=O)[C@H]1N2C(=O)CC1CC1)N1CCCCC1
  BioA inh: -1.4
C[C@@H]1CCCCO[C@@H](CN(C)C)[C@@H](C)CN([C@H](C)CO)C(=O)c2cc(NC(=O)Nc3cccc4ccccc34)ccc2O1
  BioA inh: -2.0
C[C@H]1CN([C@@H](C)CO)C(=O)c2cccc(N(C)C)c2O[C@@H]1CN(C)Cc1ccc(Oc2ccccc2)cc1
  BioA inh: 0.9
COc1ccc(S(=O)(=O)N(C)C[C@H]2Oc3c(NC(=O)c4cc(C)nn4C)cccc3C(=O)N([C@H](C)CO)C[C@H]2C)cc1
  BioA inh: -0.6
CCCC#Cc1ccc([C@@H]2[C@H](C#N)N(S(=O)(=O)c3cccc(F)c3)[C@H]2CO)cc1
  BioA inh: -3.0

Among those listed so far, two have two or more sulfur atoms:
C[C@@H]1CCCCO[C@@H](CN(C)S(=O)(=O)c2cccs2)[C@@H](C)CN([C@H](C)CO)C(=O)c2cc(NS(=O)(=O)c3ccc(Cl)cc3)ccc2O1
  BioA inh: 1.2
C[C@H](CO)N1C[C@H](C)[C@H](CN(C)S(C)(=O)=O)OCCCC[C@H](C)Oc2ccc(NS(=O)(=O)c3ccc(Cl)cc3)cc2C1=O
  BioA inh: -0.9

In a second layout: 2 of the compounds above.
mol	BioA inh
C[C@H](CO)N1C[C@H](C)[C@@H](CN(C)Cc2ccc3c(c2)OCO3)Oc2ccc(NC(=O)CCC(F)(F)F)cc2CC1=O	2.3
CCC(=O)Nc1ccc2c(c1)C(=O)N(C)C[C@H](OC)[C@H](C)CN(C(=O)C1CC1)[C@@H](C)CO2	-1.7

Further structures
C[C@H](CO)N1C[C@H](C)[C@H](CN(C)S(C)(=O)=O)Oc2cc(Br)ccc2S1(=O)=O
  BioA inh: 1.2
CO[C@H](CN(C)S(=O)(=O)c1cccc(Cl)c1)[C@H](C)CN(C(=O)Nc1ccccc1F)[C@H](C)CO
  BioA inh: 2.6
O=C(C[C@@H]1C=C[C@H](NC(=O)NC2CCCCC2)[C@H](CO)O1)NCc1ccccc1
  BioA inh: 1.9
CN1CCCCN2[C@H](C1)[C@@H](c1ccc(-c3cccnc3)cc1)[C@@H]2CO
  BioA inh: 4.7
CCC(=O)Nc1ccc2c(c1)C(=O)N(C)C[C@H](OC)[C@@H](C)CN(C(=O)C1CC1)[C@H](C)CO2
  BioA inh: -0.2
CCCNC(=O)C[C@H]1C[C@H]2c3cc(NC(=O)CC4CC4)ccc3O[C@H]2[C@@H](CO)O1
  BioA inh: 0.5
COc1ccc(-c2ccc3c(c2)O[C@@H](CN(C)CC2CCOCC2)[C@H](C)CN([C@@H](C)CO)S3(=O)=O)cc1
  BioA inh: -1.7
Cc1cccc(-c2ccc([C@H]3[C@@H](CO)N4CCCCN(CCC(F)(F)F)C[C@H]34)cc2)c1
  BioA inh: -1.7
CC(=O)N(C)C[C@@H]1Oc2ncc(C#C[C@@H](C)O)cc2C(=O)N([C@H](C)CO)C[C@H]1C
  BioA inh: -2.3
Cc1ccc(S(=O)(=O)N[C@@H]2CC[C@H](CC(=O)NCc3ccncn3)O[C@@H]2CO)cc1
  BioA inh: -0.8
CNC[C@H]1Oc2ccc(NC(=O)Cc3cn(C)c4ccccc34)cc2C(=O)N([C@@H](C)CO)C[C@H]1C
  BioA inh: 1.2
CCCC#Cc1ccc2c(c1)O[C@@H](CN(C)S(=O)(=O)c1cccc(OC)c1)[C@H](C)CN([C@@H](C)CO)S2(=O)=O
  BioA inh: -0.7
Cc1noc(C)c1NC(=O)Nc1ccc2c(c1)C(=O)N([C@H](C)CO)C[C@@H](C)[C@H](CN(C)Cc1ccc(Cl)c(Cl)c1)O2
  BioA inh: 5.0
C[C@H](CO)N1C[C@H](C)[C@H](CN(C)C(=O)Nc2ccc(F)cc2)Oc2ccc(NS(=O)(=O)c3cccs3)cc2C1=O
  BioA inh: -1.5
CC(C)(C)[S@](=O)N1Cc2cc(C(=O)N3CCOCC3)nc(-c3cccc(-c4ccccc4F)c3)c2[C@@H]1CCO
  BioA inh: -2.0
COc1ccc(S(=O)(=O)Nc2ccc3c(c2)C(=O)N([C@H](C)CO)C[C@H](C)[C@@H](CN(C)S(=O)(=O)c2c(C)noc2C)OCCCC[C@@H](C)O3)cc1
  BioA inh: -1.9
CO[C@H]1CN(C)C(=O)c2ccc(NC(=O)Nc3ccc(Cl)cc3)cc2OC[C@H](C)N(C(=O)Nc2c(C)noc2C)C[C@H]1C
  BioA inh: -1.7
O=C(C[C@@H]1CC[C@@H]2[C@H](COC[C@@H](O)CN2C(=O)Nc2ccc(Cl)cc2)O1)NCC1CCCCC1
  BioA inh: -0.4
C[C@@H]1CN([C@H](C)CO)S(=O)(=O)c2ccc(C#CC3CCCC3)cc2O[C@@H]1CN(C)C(=O)C1CC1
  BioA inh: 0.4
C[C@@H]1CN([C@@H](C)CO)C(=O)c2cccc(NC(=O)Nc3ccc4c(c3)OCO4)c2O[C@H]1CN(C)S(=O)(=O)c1cccs1
  BioA inh: 4.1
COc1ccc(NC(=O)N[C@H]2CC[C@@H](CCNC(=O)Nc3cc(F)ccc3F)O[C@H]2CO)cc1
  BioA inh: 3.0
COc1ccccc1CN1C[C@H](C)[C@H](OC)CN(C)C(=O)c2ccc(NC(C)=O)cc2OC[C@H]1C
  BioA inh: -0.7
CO[C@H](CN(C)C(=O)c1cc(Cl)cc(Cl)c1)[C@H](C)CN(C(=O)Nc1ccc(F)cc1)[C@H](C)CO
  BioA inh: -1.1
C[C@@H]1CCCCO[C@@H](CN(C)Cc2ccc(C(F)(F)F)cc2)[C@H](C)CN([C@@H](C)CO)C(=O)c2cc(NC(=O)Nc3cccc4ccccc34)ccc2O1
  BioA inh: -4.4
C[C@@H]1CN([C@H](C)CO)C(=O)c2cc(NC(=O)Nc3ccc(C(F)(F)F)cc3)ccc2O[C@H]1CN(C)C(=O)Nc1cccc2ccccc12
  BioA inh: -1.9

C[C@H](CO)N1C[C@H](C)[C@H](CN(C)C(=O)C2CCCCC2)OCc2cn(nn2)CCCC1=O
  BioA inh: -1.0
Cc1noc(C)c1S(=O)(=O)Nc1ccc2c(c1)C(=O)N([C@H](C)CO)C[C@@H](C)[C@H](CN(C)C(=O)c1ccncc1)OCCCC[C@@H](C)O2
  BioA inh: -0.8
C[C@H](CO)N1C[C@H](C)[C@@H](CN(C)S(=O)(=O)c2cccs2)OCCCC[C@H](C)Oc2ccc(N(C)C)cc2C1=O
  BioA inh: -1.2
COc1cccc(CNC(=O)C[C@@H]2C=C[C@@H](NS(=O)(=O)c3ccccc3OC)[C@@H](CO)O2)c1
  BioA inh: -0.2
CN1C(=O)c2cc(NC(=O)c3ccccc3)ccc2OC[C@@H]2O[C@@H](CC(=O)NC3CCCC3)CC[C@@H]21
  BioA inh: -0.3

From PubChem
